PLK1 PBD inh: blocks phosphopeptide binding to human PLK1 polo-box domain. P53350. Plk1 PBD binding of FITC phosphopeptide, fluorescence polarization. Potency, µM, inactives show max response, negative = inhibition, actives largely listed as inhibitors. actives 2.8% (n = 360,000). AID 720504; note: potency is the fitted concentration of half-maximal effect; series mostly up to about 57 µM; % is set by controls: 0 for no effect and ±100 for the full control effect; nearly all actives have a fitted effect of over 65% in size
IL-2 act: activates IL-2 in a cell-based reporter assay. IL-2 activation reporter assay, cell-based qHTS; stimulated with anti-CD3/CD4/CD28 beads; in transgenic mouse T cells. activation, % (series mostly up to about 46 µM). actives 0.065% (n = 360,000); in the data active = activation above about 50%; inconclusive = mostly about 30% to 49%; note: 0% is about no effect
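Unstimulated transgenic mouse T cells preincubated 60 min with compound, then stimulated with anti-CD3/anti-CD4-coated beads plus anti-CD28 for 18 h at 37 degrees C. IL-2 response read as EGFP and DsRed fluorescence by plate cytometry.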
EPAC1 antagonist: blocks human EPAC1 exchange factor. O95398. EPAC1 GEF assay, Rap1b-BODIPY-GDP exchange fluorescence. Potency, µM (series often up to 115 µM), inactives show at the highest dose activity change, negative = inhibition, most hits filed as inhibitors. actives 0.14% (n = 360,000);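 note: potency is the fitted concentration of half-maximal effect; plate controls were vehicle for no effect and positive control for full effect; nearly all actives have a fitted effect of over 50% in size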
PI5P4Ka inh: PI5P4K alpha (human) kinase inhibition; PI5P4Kalpha enzyme, ADP-Glo luminescence, 60 min; active compounds read low; max response, %; actives 1.2% (n = 330,000); active = max response of -50% or lower; inconclusive = between -30% and -50%; inactive = -30% or higher; note: value at the top dose of about 77 µM; % is set by controls: 0 for no effect and ±100 for the full control effect
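Human PI5P4Kalpha with substrate in 0.038 M HEPES pH 7.4, 0.28 mM EGTA, 0.1% CHAPS, 5% DMSO; reaction started with 5 microM ATP (final), 60 min at room temperature. ADP formed read by ADP-Glo luminescence.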
GLP-1R agonist: activates the human GLP-1 receptor; P43220; HEK293 GLP-1R CRE-luciferase, luminescence, 4-6 h; cells express a hypersensitive GLP-1R form; Potency, µM (titrated, usually from 45.6 µM), for inactives: at the top dose activation, most hits filed as activators; actives 0.007% (n = 380,000); AID 624172; note: potency is the fitted concentration of half-maximal effect; % of control where 0% means no effect
Target sequence (P43220 whole entry, looked up): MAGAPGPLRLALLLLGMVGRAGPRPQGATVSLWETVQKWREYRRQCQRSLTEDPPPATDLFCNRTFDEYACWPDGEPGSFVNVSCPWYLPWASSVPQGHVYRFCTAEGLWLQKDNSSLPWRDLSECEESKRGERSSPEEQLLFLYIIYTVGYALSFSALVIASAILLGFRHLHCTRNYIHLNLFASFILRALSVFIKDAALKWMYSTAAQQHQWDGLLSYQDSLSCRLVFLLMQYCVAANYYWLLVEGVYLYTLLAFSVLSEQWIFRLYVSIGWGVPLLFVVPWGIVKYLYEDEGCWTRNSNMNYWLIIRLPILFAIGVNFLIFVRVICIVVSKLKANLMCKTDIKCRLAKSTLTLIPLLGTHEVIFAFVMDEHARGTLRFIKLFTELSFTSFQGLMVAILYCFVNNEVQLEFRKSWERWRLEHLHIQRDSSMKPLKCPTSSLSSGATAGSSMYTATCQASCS
PTHR1 agonist: PTHR1 (human) receptor agonism | Potency, µM (titrated, usually from 115 µM), for inactives: top-dose activation, hits mostly activators | actives 0.075% (n = 410,000) | HEK293 GP2 PTHR1 cells, GloSensor cAMP luminescence, 1 h | Q03431; note: potency is the fitted concentration of half-maximal effect; nearly all actives have a fitted effect of over 55% in size; some results filed as inactive show a strong effect at the top dose; inactives centre near -15; many of its hits are not listed in these tables
Target sequence (Q03431 whole entry, looked up): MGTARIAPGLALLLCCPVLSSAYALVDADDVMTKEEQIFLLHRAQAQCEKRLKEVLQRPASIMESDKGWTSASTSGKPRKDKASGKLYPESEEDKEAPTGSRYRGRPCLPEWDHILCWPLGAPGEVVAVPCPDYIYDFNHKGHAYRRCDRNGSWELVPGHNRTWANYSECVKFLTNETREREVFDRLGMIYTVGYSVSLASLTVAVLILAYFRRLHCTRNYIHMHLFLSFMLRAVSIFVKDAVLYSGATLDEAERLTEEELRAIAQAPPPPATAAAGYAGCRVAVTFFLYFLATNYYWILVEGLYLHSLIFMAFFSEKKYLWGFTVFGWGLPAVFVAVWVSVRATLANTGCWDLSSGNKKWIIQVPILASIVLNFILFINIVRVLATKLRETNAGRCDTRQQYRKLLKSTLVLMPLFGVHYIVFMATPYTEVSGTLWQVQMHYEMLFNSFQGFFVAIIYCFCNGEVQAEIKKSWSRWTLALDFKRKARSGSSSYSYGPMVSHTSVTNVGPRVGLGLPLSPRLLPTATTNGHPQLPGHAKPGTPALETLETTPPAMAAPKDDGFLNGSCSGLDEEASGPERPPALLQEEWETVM
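HEK-293-derived GP2 cells expressing PTHR1 and a GloSensor cAMP reporter, 3,000/well, plated overnight, given luciferin plus IBMX (each 0.5 mM as added) for 1 h at 37 °C, then compound for 1 h at 37 °C. Luminescence was read after 15 min at room temperature.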
GLP1R inv ag: inverse agonists of human GLP-1 receptor; P43220; HEK293 GLP-1R CRE-luciferase, luminescence, 24 h; GLP-1R form is constitutively active; Potency, µM (doses to about 38.3 µM), without a hit: at the highest dose activity change, negative = inhibition, actives largely listed as inhibitors; actives 1.6% (n = 410,000); AID 624417; note: potency is the fitted concentration of half-maximal effect; % is set by controls: 0 for no effect and ±100 for the full control effect; nearly all actives have a fitted effect of over 55% in size
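HEK293 cells stably co-expressing constitutively active GLP-1R and a cAMP-responsive luciferase reporter were seeded in DMEM with 10% Nu serum, given compounds after 12 h, and incubated 24 h at 37 deg C. Luminescence was then read.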
HEK293 tox: cytotoxic in the GLP-1 receptor inverse agonist counter-screen; HEK293 cAMP-luciferase reporter cells, luminescence, 24 h; Potency, µM (highest dose often 38.3 µM), for inactives: at the highest dose activity change, negative = inhibition, hits mostly inhibitors; actives 0.13% (n = 410,000);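 note: loss of luciferase light is scored as toxicity; potency is the fitted concentration of half-maximal effect; % is set by controls: 0 for no effect and ±100 for the full control effect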
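Cells in DMEM/10% Nu serum/1% pen-strep, 1536-well format. Pre-incubated 12 h, dosed with 23 nL compound, incubated a further 24 h. Luciferase detection, 12 min at room temp, luminescence.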
EPAC1 agonist: EPAC1 (human) agonism; actives 0.073% (n = 360,000); AID 720707; Potency, µM (highest dose often 154 µM), for inactives: top-dose activation, hits mostly activators; EPAC1 agonist qHTS, biochemical assay; response scale: 100% = response to 6.5 mM cAMP; O95398; note: potency is the fitted concentration of half-maximal effect; nearly all actives have a fitted effect of over 60% in size
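Nucleotide exchange by EPAC1 (100 nM) on Rap1B–BODIPY-GDP (250 nM) in the presence of 50 uM GDP is tracked fluorescently at 480/540 nm over 30 min. Signals are normalized to a 6.5 mM cAMP control.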
Starred values were filed as active, the others as inactive; i = inactive; ? = inconclusive; . = not tested or not shown; [ ] = another dose, or the depositor's remark. Unless noted, calls come from the whole dose curve; as a rule, active = well fitted curve in the direction sought with a large enough effect; inconclusive = small, poorly fitted or top-dose-only effect, or another doubt; inactive = no such curve, though single readings can be large; an effect the other way counts as inactive or inconclusive. Some of the compounds tested; rates above refer to the full screens.

molecule | PLK1 PBD inh | IL-2 act | EPAC1 antagonist | PI5P4Ka inh | GLP-1R agonist | PTHR1 agonist | GLP1R inv ag | HEK293 tox | EPAC1 agonist
Cc1ccc(S(=O)(=O)N2CCN(C(=O)c3cc(C4CC4)nc4c3cnn4C(C)C)CC2)cc1 | -4% | 0.2 | -25% | 5 | 1% | -11% | ? | 1% | 6%
Nc1nc(SCC(=O)NCCO)nc2sc3c(c12)CCCC3 | 24µM* | -0.1 | -27% | 4 | 17% | -5% | 86%[activator] | -1% | 3%
CCn1nnnc1SCC(=O)N1CCc2ccccc21 | -15% | 0.4 | -2% | 9 | 2% | i | -2% | -3% | -5%
Cn1c(Cn2c(=O)sc3ccccc32)nnc1SCC(N)=O | -6% | -2.1 | -5% | 2 | 5% | -18% | 5% | -1% | 2%
CCCc1cc(N2CCN(C(=O)c3ccco3)CC2)n2c(nc3ccccc32)c1C#N | -12% | -2.1 | -5% | -5 | -7% | -25% | ? | 466%[activator] | 7%
COc1cc(/C=C/C(=O)OCC(=O)Nc2sc3c(c2C#N)CCC(C)C3)ccc1OCC#N (stereo not given) | ? | 0.8 | -13% | ? | 3% | i | 9% | 22% | 13%
CCC(C)C(NC(=O)C(C)NC(=O)CNC(=O)OC(C)(C)C)C(N)=O (stereo not given) | -8% | -0.4 | 5% | -1 | -7% | i | -32% | 1% | 3%
O=C(c1ccc(Cl)cc1)C1CCCN(C(=O)c2csnn2)C1 (stereo not given) | -6% | -0.3 | -18% | 4 | 6% | i | 16% | 1% | 0%
Cc1ccc(NC(=O)c2cccc3cccnc23)cc1 | -4% | -0.8 | -20% | 2 | 17% | -22% | ? | 19% | 12%
COc1cccc(C2=CC(=O)C[C@H](c3ccc(F)cc3)C2)c1 | -5% | -3.0 | -2% | 6 | -2% | -49%[inhibitor] | ? | 7% | 10%
CC[C@@H](C)[C@@H]1CN([C@@H](CN2CCC[C@H]2CN2C(N)=NC[C@H]2C(C)C)C(C)C)C(=N)N1CCc1ccc(Cl)c(Cl)c1 | -12% | -0.2 | -4% | 3 | -1% | -9% | 3% | -5% | 1%
COc1ccc(NC(=O)CN(C)C(=O)c2cc(S(=O)(=O)N(C)C)ccc2N2CCCC2)cc1 | 1% | -2.2 | -13% | 3 | -2% | -25% | 11% | -3% | -7%
NC(=O)COn1c(SCC(N)=O)nc2ccccc2c1=O | -6% | -0.2 | -8% | -1 | -2% | -16% | 24% | 4% | -5%
CC(=O)NC12CC3CC(C1)CC(C(=O)N1CCN(S(=O)(=O)c4ccc(Cl)s4)CC1)(C3)C2 | -3% | -1.2 | -1% | 1 | 9% | -27% | -6% | -6% | 1%
CCOc1ccc(-c2n[nH]c(=S)o2)cc1 | -9% | 1.2 | -5% | ? | 4% | -52%[inhibitor] | 2% | 4% | 8%
N#CCCSc1ccccc1NC(=O)c1cc(=O)c2ccccc2o1 | -25% | 0.6 | -11% | 1 | -1% | -12% | 5% | -4% | 7%
COc1ccc(N(C)S(=O)(=O)c2ccc(Cl)c(C(=O)NNC(=O)c3ccccc3O)c2)cc1 | -9% | -0.5 | -9% | -12 | -28% | -18% | -5% | 17% | ?
O=C(C1CCN(S(=O)(=O)c2cccs2)CC1)N1CCN(Cc2ccccc2)CC1 | -14% | -2.0 | -5% | -6 | -8% | -10% | -2% | 12% | 3%
O=C(c1cc2ccccc2o1)N1CCN(Cc2ccc3c(c2)OCO3)CC1 | -8% | -1.2 | 16% | 7 | -5% | -34%[inhibitor] | ? | -3% | 10%
COc1ccc(-c2cc(C(F)(F)F)nc(SCCC(=O)N3CCN(C)CC3)n2)cc1 | -16% | -0.3 | 11% | 1 | 1% | -4% | 2% | 5% | 16%
CC(C)NC(=O)CSc1nc2ccccc2nc1N1CCCCC1 | . | . | . | . | -1% | -33%[inhibitor] | -8% | 1% | .
COC(=O)c1cc(NC(=S)Nc2cc(Cl)cc(Cl)c2)cc(C(=O)OC)c1 | -18% | -4.4 | 2% | -4 | 15% | -21% | -9% | -9% | -5%
CC(=O)N1CCN(CCS(=O)(=O)c2ccc(Br)cc2)CC1 | -1% | -2.9 | 16% | 3 | -5% | i | 2% | -10% | 8%
COc1cc(C(=O)Nc2ccc3nc4n(c(=O)c3c2)CCCC4)ccc1Br | -2% | -2.2 | -9% | -4 | 4% | i | 111%[activator] | 9% | 0%
Cc1ccc(C(=O)N2CCN(c3ccc(NC(=O)CSc4ccc(Cl)cc4)cc3)CC2)cc1 | -4% | 1.0 | 0% | 2 | 3% | -10% | -5% | 18% | -12%
O=C(NCCc1cccc(Cl)c1)c1cccc([N+](=O)[O-])c1 | 2% | -0.6 | 4% | 1 | -3% | -31%[inhibitor] | ? | 11% | -7%
COc1cccc(CN(C)C(=O)Cc2ccc(OC)c(S(=O)(=O)N3CCOCC3)c2)c1 | -2% | -0.3 | 2% | -5 | 12% | i | 16% | -4% | -8%
COc1ccc(-n2nc(C(=O)NCC(=O)N3CCC(C)CC3)c3ccccc3c2=O)cc1 | -7% | -0.5 | 2% | 8 | 22% | -33%[inhibitor] | -12% | 3% | -1%
O=C(CCCNS(=O)(=O)c1cccc2nsnc12)NCc1ccc(Cl)cc1 | -8% | -2.7 | 0% | . | -2% | -14% | -5% | 5% | 7%
COc1cccc(NC(=O)N(CCCN2CCOCC2)C(C)c2cc3cccc(OC)c3o2)c1 (stereo not given) | 0% | 0.4 | 6% | 0 | -6% | i | ? | -1% | -9%

Three entries picked at random from those above:
molecule | PLK1 PBD inh | IL-2 act | EPAC1 antagonist | PI5P4Ka inh | GLP-1R agonist | PTHR1 agonist | GLP1R inv ag | HEK293 tox | EPAC1 agonist
CCn1nnnc1SCC(=O)N1CCc2ccccc21 | -15% | 0.4 | -2% | 9 | 2% | i | -2% | -3% | -5%
Cn1c(Cn2c(=O)sc3ccccc32)nnc1SCC(N)=O | -6% | -2.1 | -5% | 2 | 5% | -18% | 5% | -1% | 2%
COc1cc(C(=O)Nc2ccc3nc4n(c(=O)c3c2)CCCC4)ccc1Br | -2% | -2.2 | -9% | -4 | 4% | i | 111%[activator] | 9% | 0%

Additional structures.
molecule | PLK1 PBD inh | IL-2 act | EPAC1 antagonist | PI5P4Ka inh | GLP-1R agonist | PTHR1 agonist | GLP1R inv ag | HEK293 tox | EPAC1 agonist
Cc1ccc(NC(=O)C[n+]2ccccc2)cc1[N+](=O)[O-] | ? | 1.3 | -10% | 0 | -1% | i | -15% | 1% | 6%
CCCCOC(=O)/C(=C/c1cn(C)c2ccccc12)NC(=O)c1ccc(OC)cc1 | 0% | -3.0 | -15% | 0 | 11% | i | 6% | 4% | -7%
Clc1cnc2nc(SC/C=C/c3ccccc3)[nH]c2c1 | 6% | -0.4 | 25% | 2 | -1% | -4% | 38%[activator] | -5% | 0%
CCCNc1cc(C)oc(=O)c1C(=O)CCC | -3% | -1.8 | 5% | . | 20% | i | 61%[activator] | 4% | -3%
CN(C)CCCN(C(=O)COc1ccccc1)c1nc2c(F)cccc2s1 | -13% | -0.7 | -13% | 3 | -3% | -11% | -19% | -2% | -2%
Cc1cc(C)cc(Cn2ncc(Cl)c(Cl)c2=O)c1 | ? | -0.7 | 4% | 1 | -41%[inhibitor] | i | ? | -2% | 8%
C=CCSc1nnc(Cn2c(=O)sc3ccccc32)n1C | -2% | -0.9 | -4% | -1 | -6% | -11% | 7% | 0% | 0%
COc1ccc(NC(=S)NN2CCN(C)CC2)cc1 | 1% | 0.5 | -3% | 7 | 1% | i | 5% | -9% | -2%
COc1cccc2sc(=NC(=O)CCS(=O)(=O)c3ccc(C)cc3)n(C)c12 | 1% | 2.1 | 5% | -1 | -6% | i | -11% | 0% | 3%
CCOc1cc(/C=N/O)ccc1OS(=O)(=O)c1ccc(C)cc1 | 3% | -1.6 | -14% | 1 | 11% | i | ? | -5% | 9%
COc1cccc(/C=C(\C(=O)O)c2ccccc2)c1 | -10% | 2.7 | -8% | 2 | -1% | i | 10% | 14% | 0%
OC(COc1ccc(CNCCc2ccc(C(F)(F)F)cc2)cc1)CN1CCCCC1 (stereo not given) | -5% | -0.9 | -7% | 0 | -1% | -4% | 2.2µM* | ? | -4%
CCc1ccccc1N(CC(=O)NCc1ccc(OC)cc1)C(=O)CCC(=O)Nc1ccccn1 | 0% | -1.6 | -4% | -10 | 9% | -1% | -26% | 7% | -1%
CCc1ccc(NC(=O)Nc2cccc(OC)c2)cc1 | -14% | -1.1 | -6% | 0 | 17% | i | ? | -6% | -4%
COC(=O)Cc1ccc(NC(=S)NNC(=O)C2CC2)cc1 | -12% | -0.9 | 19% | 0 | 1% | -22% | 11% | 0% | 4%
COC(=O)[C@@H](Cc1ccccc1)NC(=O)Cn1cc(C)c(=O)[nH]c1=O | -7% | 0.9 | 6% | -4 | 11% | i | 7% | 2% | 7%
CC(Sc1nnc(-c2ccco2)n1-c1ccccc1)C(=O)NCC1CCCO1 (stereo not given) | -3% | -4.0 | -3% | -7 | 18% | i | 5% | -3% | 7%
Cc1onc(-c2ccccc2Cl)c1C(=O)Nc1cccc2nsnc12 | -3% | -0.2 | -5% | -3 | -2% | i | 17% | 24% | 5%
O=C(O)c1cccnc1SCc1ccc([N+](=O)[O-])cc1 | -9% | 2.3 | -20% | 4 | -2% | -23% | 8% | -5% | 2%
CC(C)(C)NC(=O)C1(C)CCC(=O)N1C1CC1 (stereo not given) | -5% | -0.6 | 1% | 0 | -2% | -19% | 24% | 1% | 0%
COc1ccc(NC(=O)CCc2nnc3ccc(N4CCN(c5cccc(OC)c5)CC4)nn23)cc1 | 10% | -0.2 | -6% | 12 | 8% | -12% | 18% | 20% | -10%
O=C(NCc1ccccc1)C(C1CC1)n1c(Cc2cc(F)cc(F)c2)nc2ccccc21 (stereo not given) | -7% | 1.0 | 0% | 4 | . | i | ? | -12% | 2%
